Large T inhibition = SV40 large T antigen inhibitors, biochemical (AID 1903); SV40 large T antigen ATPase/helicase inhibition assay; higher % means a stronger effect; one-dose inhibition, % at 20 µM; IC50 in µM for titrated hits; 310,000 tested, 0.39% active; in the data active = a potency from the dose series; inconclusive = inhibition mostly from about 32% at the one dose, without a potency; inactive = the rest, 99 in 100 with inhibition below about 32%; also: strong numbers were not always called active
WT yeast gro inh = growth inhibition of WT yeast, mitochondrial fusion screen. mitochondrial fusion phenotypic screen, WT strain. inhibition, % at 10 µM. 190,000 tested, 2.1% active. AID 1362; in the data active = inhibition above about 58%; tested in S. cerevisiae
CSM14.1 death rescue = rescue of cells from ER stress-induced death, primary screen, 384-well, CSM14.1, thapsigargin, ATP luminescence (AID 1222); CSM14.1 thapsigargin-induced death rescue, ATP luminescence; higher % means a stronger effect; cellular ATP content (survival), % at 20 µM, or EC50 in µM where a hit was titrated; 190,000 tested, under 10 active;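 active = EC50 below 50 µM in the dose-response confirmation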;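 also: death triggered by thapsigargin at about 15 µM added after 2 h compound pretreatment; cell ATP read after overnight thapsigargin exposure of roughly 18 to 22 hours; normalized against plate controls of thapsigargin alone and 5% DMSO vehicle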
NS5 inhibitors = Dengue-2 NS5 methyltransferase inhibitors, primary screen, biochemical, confirmation dose response (AID 588689). Dengue-2 NS5 methyltransferase capping enzyme assay, biochemical; higher % means a stronger effect. one-dose inhibition, % at 25 µM; IC50 in µM for titrated hits. 340,000 tested, 0.3% active; in the data active = a potency from the dose series; inconclusive = inhibition above about 29% without an active follow-up result
Yfh1-off respiration = enhancers of respiration in Yfh1-depleted yeast, dose response, Friedreich's ataxia, plus single-dose screen (AID 1465). S. cerevisiae Yfh1-off respiration, WST-1 reduction, 72 h; higher fold induction means a stronger effect. one-dose fold induction at 50 µM; EC50 in µM for titrated hits. 220,000 tested, 0.074% active;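 active = fold induction of absorbance versus untreated yeast above a set limit, then at least 30% activation at any dose in follow-up; inconclusive = repeats straddling the limit, or above it without dose testing; inactive = fold induction below the set limit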;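 also: activators that raise dye reduction in frataxin-depleted yeast; strong numbers were not always called active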
XIAP displacement = small molecules displacing peptide from XIAP – biochemical, IAP family, fluorescence polarization (AID 1018); displacement, % at 20 µM, or IC50 in µM where a hit was titrated; 200,000 tested, 0.007% active; XIAP BIR domain, fluorescence polarization peptide displacement; higher % means a stronger effect; in the data active = displacement above about 50%; also: a part of the inactive calls stands beside numbers as strong as those of hits
RSV CPE inhibition = inhibition of RSV-induced cytopathic effect – HEp-2 cells, primary 10 µM value included (AID 2391) | HEp-2 cells, RSV-induced CPE inhibition; higher % means a stronger effect | one-dose CPE inhibition, % at 10 µM; IC50 in µM for titrated hits | 310,000 tested, 0.13% active; in the data active = a potency from the dose series; inconclusive = CPE inhibition mostly from about 23% at the one dose, without a potency; inactive = the rest, 99 in 100 with CPE inhibition below about 21%; also: strong numbers were not always called active
UTI89 phage lysis = inhibition of K1F phage lysis, E. coli UTI89, bacterial capsule biogenesis inhibitors, alamar blue (AID 488966); inhibition, % at 100 µM, or IC50 in µM where a hit was titrated; E. coli UTI89 K1F phage lysis, alamar blue, 2 h; higher % means a stronger effect; 340,000 tested, 0.02% active;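 active = phage lysis inhibition, versus mean bacterial control, above a set limit; inconclusive = no clear call, values can overlap the other calls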;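 also: capsule biogenesis inhibitors block K1F phage lysis so surviving cells raise fluorescence; higher fluorescence means more inhibition of phage lysis; actives were called in the ten point dose series up to 300 µM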
West Nile antiviral = inhibition of WNV-induced cytopathic effect – cell-based, CPE readout (AID 1621). CPE inhibition, % at 10 µM; hits with a dose series show IC50 in µM. West Nile virus-infected cells, CPE inhibition; higher % means a stronger effect. 290,000 tested, 0.02% active; in the data active = a potency from the dose series; inconclusive = CPE inhibition mostly from about 3.7% at the one dose, without a potency; inactive = the rest, 99 in 100 with CPE inhibition below about 2.2%; also: strong numbers were not always called active
WT yeast gro inh mutant strain = also measured in WT yeast gro inh; calls as there; inhibition, %; mitochondrial fusion phenotypic screen, mutant strain inhibition
NS5 inhibitors pilot replicate = further read-out of NS5 inhibitors, marked with its call; inhibition, %; measured here: pilot screen replicate inhibition
* hit, by the source's call; i = inactive; ? = inconclusive; nt = no result given; [ ] = another dose, or the depositor's remark. Only part of the results is shown (hit frequency here may not be typical).

SMILES | Large T inhibition | WT yeast gro inh | WT yeast gro inh mutant strain | CSM14.1 death rescue | NS5 inhibitors | Yfh1-off respiration | XIAP displacement | RSV CPE inhibition | UTI89 phage lysis | West Nile antiviral | others
COc1cc2c(cc1O)C[C@H]1c3c(cc(O)c(OC)c3-2)CCN1C | 32% | nt | nt | nt | 4% | nt | nt | -1.0% | 4.2% | nt
CCCCn1c(O)c(C(C)=NCc2cccnc2)c(=O)[nH]c1=O | 6% | nt | nt | nt | 6% | i | nt | 2.8% | -0.9% | 0.1%
FC(F)(F)c1ccc(CNCCc2c[nH]c3ccccc23)cc1 | 6% | nt | nt | nt | 5% | nt | nt | -0.8% | 1.0% | -1.0%
FC(F)(F)c1ccc2c(c1)N(CCCN1CCN(CCCl)CC1)c1ccccc1S2 | 26% | 16 | 12 | 3.3% | -2% | i | -24% | 2.1% | 0.5% | 0.2%
COc1ccc(CCN(C)Cc2ccncc2)cc1OC | 5% | -9 | -1 | -1.0% | -2% | i | -6.7% | 1.0% | -0.2% | -0.8%
O=C(CCc1ccccc1)N1C[C@H]2C[C@@H](C1)c1cccc(=O)n1C2 | 6% | nt | nt | nt | 4% | nt | nt | nt | 4.9% | 1.4%
O=C(NC1CCCCC1)N1C[C@H]2C[C@@H](C1)c1cccc(=O)n1C2 | 24% | nt | nt | nt | -12% | nt | nt | 0.7% | 0.2% | 0.2%
COc1ccccc1CCNC1CCC(C(C)(C)C)CC1 (configuration not stated) | 5% | 13 | 7 | -0.2% | -3% | i | -5.5% | -2.8% | 11% | -1.6%
COc1ccc(-n2c(CN3CCOCC3)nc3ccccc3c2=O)c(OC)c1 | 7% | nt | nt | nt | -6% | nt | nt | 1.2% | 0.3% | -0.7%
CCC1=CCN(CCc2c(C)[nH]c3ccccc23)CC1 | 20% | nt | nt | nt | -1% | i | nt | 0.7% | -0.8% | -1.2%
COC(=O)C1=C(c2ccccc2)C[C@@H]2CC[C@H]1N2C(=O)N1CCCC1 | 10% | nt | nt | nt | -1% | i | nt | 1.1% | 0.5% | -0.2%
Cc1ccc(N=C(N(C)C)P(=O)(N(C)C)N(C)C)cc1 | 2% | 7 | -9 | -1.7% | -9% | i | -7.3% | -1.2% | -0.9% | 0.0%
CC(=O)N1CCN(c2ccc([N+](=O)[O-])cc2C=C2C(=O)NC(=O)NC2=O)CC1 | 6% | 7 | 0 | 2.8% | 3% | i | -4.7% | 0.9% | 3.1% | -0.2%
Cc1oc(-c2ccccc2Cl)nc1CN1C(=O)CN=C(c2ccccc2)c2ccccc21 | -7% | 71* | -4.4* | 0.0% | -7% | nt | -4.9% | 6.8% | 0.5% | nt
Cc1cc(C=O)c(C)n1C(C)C | 0% | -17 | 2 | -3.8% | -2% | i | 2.5% | 0.6% | 0.0% | 1.4%
COc1cccc(CNCCc2ccc(F)cc2)c1 | 8% | nt | nt | nt | -2% | nt | nt | 1.0% | 0.0% | -0.4%
O=C1NC(=O)C(=Cc2ccsc2)C(=O)N1 | 23% | -9 | -5 | -0.9% | 12% | i | -4.7% | 0.1% | -0.3% | 0.5%
Cc1ccc(C2SCC(=O)Nc3c2c(=O)[nH]n3C2CCOC(C)(C)C2)cc1 (configuration not stated) | 5% | 9 | -4 | -2.8% | -3% | i | -1.9% | 0.8% | 0.3% | 0.5%
Cc1cccc(OP(N)(=O)Oc2cccc(C)c2C)c1C | 4% | nt | nt | nt | -5% | i | nt | 0.9% | 0.8% | 0.3%
C#C[C@@]1(O)CCC2C3CCC4=C/C(=N/OCC(=O)NC(CCC(N)=O)C(=O)O)CC[C@]4(C)C3CC[C@@]21C (some centres not stated) | 12% | nt | nt | nt | -3% | nt | nt | 1.6% | 0.3% | -0.1%
COC(=O)c1ccc(C(C(=O)NC2CCCCC2)N(CCN2CCOCC2)C(=O)Cc2cccs2)cc1 (configuration not stated) | -2% | 14 | -1 | -2.0% | -9% | ? | -5.6% | -0.2% | 0.2% | -0.5%
C=CCn1c(O)c(C(CC)=NCC2CCCO2)c(=O)[nH]c1=O (configuration not stated) | 5% | nt | nt | nt | 10% | i | nt | nt | 0.6% | 0.4%
O=C(C(=O)N1CCOCC1)c1cn(Cc2ccccc2F)c2ccccc12 | 3% | nt | nt | nt | -1% | nt | nt | 1.2% | 0.0% | -0.9%
CCCC1=C(C(=O)OCC)C2(C(=O)Nc3ccc(C)cc32)C(C#N)=C(N)O1 (configuration not stated) | 5% | -53 | -5 | -0.7% | -11% | i | -9.5% | -1.4% | 0.1% | -0.1% | NS5 inhibitors pilot replicate=-8.4
C[N+]1(C)C2CCC1CC(OC(=O)c1ccco1)C2 (configuration not stated) | 25% | nt | nt | nt | -9% | i | nt | -1.0% | 0.1% | 0.0%
O=[N+]([O-])c1ccc(NCc2ccccc2)c2nonc12 | 10% | -7 | 12 | 0.2% | nt | i | -5.4% | 1.3% | nt | -1.1%
CN1CC(C(=O)c2ccccc2)C(C(=O)c2ccccc2)C1 (configuration not stated) | 10% | 6 | 18 | -2.2% | -5% | i | -5.7% | 0.2% | 0.7% | -0.4%
COc1ccc(CCNCc2c(OC)ccc3ccccc23)cc1 | 4% | nt | nt | nt | -2% | nt | nt | -2.5% | 0.2% | -0.6%
Cc1cccc2c(CCN)c[nH]c12 | 4% | 0 | -14 | 1.1% | -8% | i | -6.7% | 1.9% | 0.3% | 0.1%
Cc1ccc(-n2c(O)c(C=NCCC3=CCCCC3)c(=O)[nH]c2=O)cc1 | 17% | 3 | 10 | -0.2% | -14% | i | -0.1% | -0.6% | 2.5% | -0.1%
Fc1ccc(C2N3CCCN23)cc1 (configuration not stated) | 8% | nt | nt | nt | 5% | i | nt | 0.2% | 0.7% | 0.4%
Cc1nc2c(c(C)nn2-c2ccccc2)c(C)c1CCC(=O)N1CCC2(CC1)OCCO2 | 3% | 14 | 6 | 0.4% | -2% | i | -0.6% | 0.0% | 1.1% | 0.9%
O=C(NCNC(=O)NC1C(=O)NC(=O)N1CO)NC1C(=O)NC(=O)N1CO (configuration not stated) | 11% | nt | nt | nt | -4% | nt | nt | 1.5% | 3.1% | nt
O=C1NC(=O)N(CCNc2ncc(C(F)(F)F)cc2Cl)C(=O)C1/C=N/OCc1c(F)cccc1Cl (configuration not stated) | 10% | -14 | -5 | -1.1% | -6% | nt | 1.8% | -3.0% | 0.2% | nt
O=C(O)CCn1cc(C=C2C(=O)NC(=S)NC2=O)c(-c2cccc(Br)c2)n1 | nt | 20 | 12 | -1.4% | 6µM* | i | -7.7% | 0.0% | 0.4% | -0.2%
CCn1c(C)c(C(=O)NCCc2ccccc2)c2cc(OC)ccc21 | 6% | nt | nt | nt | -1% | nt | nt | 2.4% | -0.8%[50 µM] | -0.8%
CC(=O)OC1N=C(c2ccccc2)c2ccccc2NC1=O (configuration not stated) | 0% | -2 | -14 | -0.2% | 0% | i | -1.6% | 2.2% | -0.3%[50 µM] | -0.2%
CCOP1(=S)Oc2cc3c(cc2C(C(=O)OC)(C(F)(F)F)O1)OCO3 (configuration not stated) | 14% | 5 | 17 | 6.6% | 9% | i | -3.1% | 1.2% | 0.7% | 0.0%
Cc1ccc(C(=O)NC(O)C(Cl)(Cl)Cl)cc1 (configuration not stated) | 11% | -12 | -8 | -3.1% | -5% | i | -0.4% | 0.6% | 4.7% | 0.0%
O=C(O)c1ccc(NC(=O)N2C[C@H]3C[C@@H](C2)c2cccc(=O)n2C3)cc1 | 5% | nt | nt | nt | -4% | nt | nt | 1.3% | 10% | -0.6%
O=C(O)C(Cl)(Cl)Cl | 9% | nt | nt | nt | nt | i | nt | 2.5% | nt | 0.1%
COc1cccc(-n2c(O)c(C=NCc3ccc4c(c3)OCO4)c(=O)[nH]c2=O)c1 | 24% | 24 | -4 | -1.8% | 0% | i | 3.3% | 0.4% | 0.2% | 0.1%
CCCNS(=O)(=O)c1ccc(OCC(=O)N2CCN(C)CC2)cc1 | 8% | -15 | -1 | 0.6% | 5% | i | -9.2% | 0.6% | -0.3%[50 µM] | 0.1%
CCOC(=O)Cn1cc(C=C2C(=O)N(C)C(=O)N(C)C2=O)c2ccccc21 | 11% | nt | nt | nt | ? | nt | nt | 1.7% | 0.6%[50 µM] | 1.0%
CN1C(=O)C(=Cc2ccc(N3CCCCC3)o2)C(=O)N(C)C1=S | 4% | 13 | 27 | 3.1% | -61% | ? | -4.4% | 1.5% | 0.3% | 0.1%
CCC1C2CC3C4N(C)c5ccccc5C45CC(C2C5O)N3[C@@H]1O (some centres not stated) | 6% | nt | nt | nt | 0% | nt | nt | 1.3% | -0.8%[50 µM] | -0.1%
O=C1NC(=O)N(c2ccc(F)cc2)C(=O)/C1=C/c1ccc(N2CCOCC2)cc1 | 10% | 3 | 2 | 4.4% | >100µM* | i | -7.4% | 1.8% | -0.1% | 0.8%
Cn1c(=O)c2c(ncn2CCCl)n(C)c1=O | 7% | 4 | -4 | -1.0% | -1% | i | -4.7% | 0.6% | 0.1% | 0.8%
O=Cc1cn(Cc2c(F)cccc2Cl)c2ccccc12 | 7% | 1 | -13 | -1.5% | -1% | i | -10% | -0.4% | 0.1% | 0.8%
COc1nc(C)nc(NC(=O)NS(=O)(=O)c2ccccc2Cl)n1 | 28% | nt | nt | nt | -1% | i | nt | 1.2% | 6.5% | -0.5%
O=C(Oc1c(Cl)cc(Cl)c2ccccc12)N1CCCCC1 | 1% | 73* | 27* | -0.7% | -5% | i | 0.2% | 10% | 0.2% | -0.4%
CN1C(=O)C(Cc2ccsc2)C(=O)N(C)C1=O | 8% | 4 | -3 | 1.1% | -16% | i | -4.8% | 1.5% | 0.3% | -0.2%
Cn1cc(C(=O)N2CCC3(CC2)OCCO3)c2c3ccccc3n(C)c2c1=O | 10% | 2 | 6 | -2.2% | -1% | i | -5.3% | -0.1% | 0.8% | 1.0%

Sorted by count of non-hydrogen atoms (smallest number first): part of the list above.
SMILES | Large T inhibition | WT yeast gro inh | WT yeast gro inh mutant strain | CSM14.1 death rescue | NS5 inhibitors | Yfh1-off respiration | XIAP displacement | RSV CPE inhibition | UTI89 phage lysis | West Nile antiviral | others
Cn1c(=O)c2c(ncn2CCCl)n(C)c1=O | 7% | 4 | -4 | -1.0% | -1% | i | -4.7% | 0.6% | 0.1% | 0.8%
O=Cc1cn(Cc2c(F)cccc2Cl)c2ccccc12 | 7% | 1 | -13 | -1.5% | -1% | i | -10% | -0.4% | 0.1% | 0.8%
CCC1C2CC3C4N(C)c5ccccc5C45CC(C2C5O)N3[C@@H]1O (some centres not stated) | 6% | nt | nt | nt | 0% | nt | nt | 1.3% | -0.8%[50 µM] | -0.1%
